# TTR transcr act: TTR transcription activation, primary screen; SH-SY5Y TTR promoter Gaussia luciferase, luminescence; 100% = recombinant luciferase protein wells; activation, % at 16.7 µM; actives 1.3% (n = 92,000);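 active = activation above the mean of all tested compounds plus 3 SD, cut at about 9.5% in these data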;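 note: cells exposed to compounds for one day before reading; 0% = median of all test compound wells on the plate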
# Numbers without * were called inactive. A portion of the library; the hit share may differ from the screen's.
SMILES,TTR transcr act
Cc1cc(N2CCCCC2)n2ncc(-c3ccccc3)c2n1,1.2
COc1ccccc1-c1nnc(C2CCN(S(=O)(=O)c3ccccc3[N+](=O)[O-])CC2)o1,-2.3
CC(=O)c1c(N2CCOCC2)[nH]c(-c2ccccc2)nc1=S,0.6
COc1ccc(OC)c(CN2CCC(C(=O)N3CCN(c4ccccc4F)CC3)CC2)c1,0.2
CC(C)CCNC(=O)C(c1ccncc1)N(CC1CCCO1)C(=O)Cn1nnc(-c2ccc(F)cc2)n1 (stereo unspecified),0.5
CNC(=O)NC(=O)Cn1cnc2sc(-c3ccccc3)cc2c1=O,0.0
CN(c1ccc(F)cc1)S(=O)(=O)c1ccc(Cl)c(C(=O)NCC2(N3CCOCC3)CCCCC2)c1,-2.8
O=C(CCCCCNC(=S)Nc1ccccc1)C[N+](=O)[O-],0.4
O=C(Nc1ccc2c(c1)OCCO2)C(c1ccccc1)n1c(=O)c(-c2ccco2)nc2ccccc21 (stereo unspecified),-0.3
O=[n+]1c2c(n([O-])c3cc(F)c(F)cc31)CCCC2,-0.8
O=c1cc(-c2c(O)c3ccccc3n(Cc3ccccc3)c2=O)[nH][nH]1,-3.7
COc1cccc(-c2cc(C(=O)Nc3ccccc3SC)no2)c1,2.2
Cc1ccccc1NC(=O)COC(=O)c1n[nH]c(=O)c2ccccc12,0.3
CCCn1c(N)c(Sc2ccc(C)cc2)c(=O)n(CCC)c1=O,1.8
COc1cc(/C=N/N=C(N)N)ccc1OCc1ccccc1Cl,-3.7
COC(=O)c1ccc(/C=C/C(=O)OCC(=O)c2ccc[nH]2)cc1,0.2
COc1ccc(C)cc1N(CC(=O)N1CCCC1)S(=O)(=O)c1ccccc1,0.3
O=C(C1CC1(c1ccccc1)c1ccccc1)N1CCOCC1 (stereo unspecified),2.1
CCOC(=O)C1=CCC(c2cccc(C)c2)N(S(=O)(=O)c2ccc(C)cc2)C1 (stereo unspecified),-1.4
CCC(c1nnnn1CCc1ccccc1)N(Cc1ccco1)Cc1cc2cccc(C)c2[nH]c1=O (stereo unspecified),-0.6
O=[N+]([O-])c1ccc(Cn2cc(-c3cccc(C(F)(F)F)c3)nn2)cc1,0.8
O=C(Nc1nnc(CC(=O)N2CCOCC2)s1)c1cccs1,-1.5
CCCCn1c(N)c(N(CCOC)C(=O)c2ccco2)c(=O)[nH]c1=O,0.8
C=CCOc1ccc(Br)cc1CNCC,2.2
COc1cc(NC(=O)NS(=O)(=O)c2ccc(C)cc2)cc(OC)c1,0.8
CCOc1ccc(/C(O)=C/C(=O)C(=O)Nc2ccc(S(=O)(=O)NC(C)=O)cc2)cc1,1.2
CCOC(=O)c1cc(CC)sc1NC(=O)c1cccc(N2C(=O)CCC2=O)c1,6.8
CCOc1ccccc1N(CC(=O)NC(C)(C)C)C(=O)Cn1nnc(-c2ccc(C)o2)n1,-0.5
O=C(NC1CCCCC1)C12CC3CC(C1)CC(n1cncn1)(C3)C2,13*
CCC/C=C/c1ccc(CN2C(CC(C)C)C(=O)N(Cc3cn(CCC4OCCCO4)nn3)CCS2(=O)=O)cc1 (stereo unspecified),1.4
COc1ccc(C(=O)NNc2ccccc2)cc1,-0.8
CCC(C)(C(=O)NC1CCCC1)N(C(=O)c1cnccn1)c1ccccc1 (stereo unspecified),0.4
CC(C)(C)OC(=O)NCCCCCc1nnc(SCc2ccc(F)cc2)o1,-2.8
CCc1nc(SCC(=O)N2c3ccccc3CC2C)c2c(C)c(C)sc2n1 (stereo unspecified),0.8
Cc1cc(Cl)nc(Cl)c1C(=O)NCCc1ccccc1,-0.2
Oc1ccc2ccccc2c1CNc1ccccc1,-1.6
CCCSc1nnc(N)s1,-0.1
COc1c(O)cc2oc(-c3ccc(O)c(O)c3)cc(=O)c2c1O,0.3
COc1ccc(Oc2ccc(N/C=C3\CCCC3=O)cc2)cc1,0.3
CC(=O)OC12CCCN(C1)/C(=C/c1cccc(Cl)c1)C2 (stereo unspecified),1.6
CC(CNC(=O)c1cc(COc2c(F)cccc2F)on1)Oc1cccnc1 (stereo unspecified),1.1
COc1ccc(N2CCN(C(=O)c3oc4ccccc4c3NC(=O)Cc3ccc(OC)c(OC)c3)CC2)cc1,-1.3
CC1O[C@@H](O[C@H](C)CC[C@@H](C)O[C@H]2OC(C)[C@@H](O)C[C@H]2O)C(O)C[C@H]1O (stereo partly specified),14*
CCCCNC(=O)CSc1nc2cc3c(cc2c(=O)n1CCCN(CC)CC)OCO3,-0.8
Cc1ccccc1OCC(=O)NNC(=O)Cc1ccc(S(=O)(=O)N2CCOCC2)s1,0.2
CN(Cc1ccon1)C(=O)CC1C(=O)NCCN1CC1CCCCC1 (stereo unspecified),1.1
O=C(O)Cc1sc(Nc2ccccc2)nc1-c1cccs1,0.2
Cc1ccc2cn[nH]c2c1[N+](=O)[O-],4.3
Clc1nc2c(ccc3ccccc32)[nH]1,0.8
O=C(C1CCCO1)N1CCN(S(=O)(=O)c2ccc(Br)cc2)CC1 (stereo unspecified),-0.6
N#CCc1ccc(NC(=O)Cn2c(=O)oc3ccccc32)cc1,0.2
COc1ccc(Cl)cc1NC(=O)CN(C(=O)c1ccco1)C1CCCCC1,-0.7
O=C(O)CCCN1C(=O)/C(=C\c2ccccc2OCc2ccccc2)SC1=S,-2.4
Cc1nc2c(c(N3CCOCC3)n1)OCC(=O)N2,0.2
Cc1ccccc1CNC(=O)CCn1nc(C)c2c(C)n(-c3ccccc3)nc2c1=O,3.9
CCCOc1ccc2nc(C)c(CCC)c(SC(=N)N)c2c1,0.2
Cc1cc(C)nc(SC2CC(=O)N(c3ccc(C)c(C)c3)C2=O)n1 (stereo unspecified),2.4
COc1cc(SC)ccc1C(=O)NNC(=O)C1COc2ccccc2O1 (stereo unspecified),-1.9
O=C(NCCCN1CCOCC1)C(=O)NCC1OCCN1S(=O)(=O)c1ccc(Br)cc1 (stereo unspecified),-0.9
O=C(CN1CCC(NC(=O)Cc2ccccc2)CC1)Nc1cccc2ccccc12,0.4
# Going on with the list.
SMILES,TTR transcr act
O=C(Oc1cccnc1)c1ccc([N+](=O)[O-])cc1,-0.9
Cc1noc(C)c1COC(=O)[C@H](C)NS(=O)(=O)c1ccc(Cl)c(Cl)c1,-3.7
O=C(CCC(=O)OCC(F)(F)C(F)F)Nc1ccc(F)cc1F,3.4
COc1ccc([C@@H]2C[C@@H](c3ccccc3)Oc3cc(C)cc(C)c32)cc1,1.0
Cc1csc2ncc(C(=O)NCc3ccccc3Cl)c(=O)n12,-1.9
Cc1cccc2c1-c1sc(C(=O)N3CCc4ccccc4C3)cc1CO2,5.9
CC1(C)C(CO)=CC(=O)C2=C1SCC(=O)N2,11*
CCN1CCN(c2ccc(Cl)cc2NC(=O)c2ccc(-n3nc(C)cc3C)cc2)CC1,-2.1
O=C(O)c1ccccc1C(=O)Nc1ccc(-n2ccc(C(F)(F)F)n2)cc1,-0.9
CC(=O)C1CCC2C3CCC4=CC(=O)C=CC4(C)C3C(=O)CC12C (stereo unspecified),-0.9
Cc1cc2ccccn2c1C(=O)c1cccc([N+](=O)[O-])c1,-0.6
Cc1csc(NC(=O)c2ccco2)c1C(=O)c1ccccc1,-1.6
CCNc1nc(SCCOc2ccc(C)cc2)nc(N(C)C)n1,-1.1
Cc1cc(-n2cnc(-c3cn(C)nc3C)n2)no1,-1.8
CCN(CC)NC(=S)Nc1ccccc1,1.7
O=C(Nc1ncccn1)c1ccc(Cl)c([N+](=O)[O-])c1,1.9
COc1ccc(C(=O)C2CCCN(C(=O)CCc3ccccn3)C2)c(C)c1 (stereo unspecified),9.5
O=C(O)/C=C/C(=O)Nc1ccc(OC(F)F)cc1,0.7
O=S1(=O)c2ccc(N3CC[C@@H](O)C3)cc2O[C@@H]2CCN1C2,0.7
CCOC(=O)C1CCN(C(c2cc3cc(C)cc(C)c3[nH]c2=O)c2nnnn2C2CCCCC2)CC1 (stereo unspecified),0.9
COc1cc(NC(=O)CCc2nnc3ccc(N4CCC(C)CC4)nn23)cc(OC)c1,0.9
Cc1ccc(C)c(C(=O)OCC(=O)Nc2cccc(S(=O)(=O)NC3=NCCCCC3)c2)c1,-0.4
Cc1ccc(NC(=O)CSc2ccc(-c3cccnc3)nn2)cc1,-1.1
c1ccc(-c2nc3nonc3nc2-c2ccccc2)cc1,-2.5
Cc1nc(C)c(-c2ccc(SCc3cccc(F)c3)nn2)s1,-1.2
O=C(c1cc2c(s1)-c1ccccc1S(=O)(=O)C2)N1CCCC1,2.9
COc1ccc(NC(=O)Cn2nc(C(F)(F)F)c3c2CCCC3)cc1OC,-1.5
CC(=O)Cc1nsc(NC(=O)c2cc(-c3ccccc3Cl)oc2C)n1,-0.6
COC(=O)CNC(=O)C1CCN(C(=O)OCc2ccccc2)CC1,4.7
Cc1ccc2nsnc2c1NC(=O)c1ccc([N+](=O)[O-])cc1,-2.2
O=C(c1ccccc1F)N1CCN(C(=O)C2CC2)CC1,-1.3
O=C(O)CCc1ccc(-c2ccccc2)n1-c1cccc(O)c1,-1.4
COCCNC(=O)CN(C(=O)CCC(=O)Nc1cc(C)on1)c1ccc(C)cc1C,6.1
CCOC(=O)c1ccc(-n2c(CCC(=O)O)ccc2-c2ccc(F)cc2)cc1,1.9
Cc1nc2c(s1)sc1ccccc12,0.1
Cc1ccc(C(=O)OC2CCCN(C)C2)cc1 (stereo unspecified),-0.8
CC(=O)c1ccc(N=Nc2ccc(N)cc2)cc1,0.6
CCOC(=O)C1=CCN(S(=O)(=O)c2ccccc2C)C1c1cccc(Br)c1 (stereo unspecified),-1.6
COc1ccc(Cn2c(C)c(C)c(C#N)c2NC(=O)Nc2cccc(Cl)c2)cc1,-1.4
CC1CN(c2ccccn2)C(C)CN1C(=S)Nc1ccccc1 (stereo unspecified),1.3
CSc1ccccc1-c1nnc(-c2ccc(C)cc2)o1,2.8
Cc1cccc(N2CCN(C(=O)c3cc(C)oc3C)CC2C)c1 (stereo unspecified),-1.7
CC(=O)Nc1ccc(/C=N/Nc2ccc(C(=O)c3c(C)cc4ccccn34)cc2[N+](=O)[O-])cc1,-0.2
COc1ccc(C(=O)CSc2nc3nc(C)cc(C)n3n2)cc1OC,-1.9
CCc1c(C)nc(SCC(=O)N2CCN(c3ccccc3)CC2)[nH]c1=O,2.1
O=C(c1cncc(Br)c1)N1CCN(c2ccc(N3CCOCC3)nn2)CC1,-0.8
CC(=O)O[C@H]1[C@H](OC(C)=O)C[C@]2(OC(C)=O)C[C@H]1OC2=O,2.9
CCOc1ccc(C(C(=O)NC2CCCCC2)N(CCOC)C(=O)c2snc(C(N)=O)c2N)cc1 (stereo unspecified),-0.4
COc1ccc([C@H]2CC(=O)C=C(c3ccc4c5c(cccc35)CC4)C2)cc1,0.8
CC(=O)N[C@@H](Cc1c[nH]c2ccccc12)C(=O)OCC(=O)Nc1ccc(Cl)c(S(=O)(=O)N(C)C)c1,1.5
CCOc1cccc2cc(C(=O)N3CCc4ccccc43)c(=O)oc12,-0.4
COCCCNc1nc2c(c(=O)[nH]c(=O)n2C)n1CC(O)COc1ccccc1 (stereo unspecified),-0.6
COc1ccc(CC(=O)O/N=C(\N)Cc2cccc3ccccc23)cc1,-0.7
CCN(CC)c1ccc(/C=N\NC(=O)c2cccc3cc[nH]c23)cc1,-2.0
Nc1nc(-c2ccccc2)c(-c2ccccc2)o1,0.9
c1ccc(-c2cnnc(N3CCOCC3)n2)cc1,6.7
CC1CCCN(Cc2c(O)ccc3c(=O)c(-c4nc5ccccc5s4)c(N)oc23)C1 (stereo unspecified),-3.3
Cc1ccc(C(=O)Nc2cccc(-c3nc4ncccc4o3)c2)cc1,-1.3
CC(=O)NNC(=O)CCn1nnc(-c2ccc(Cl)cc2)n1,2.7
Cc1cc(NC(=O)CSc2nc3ccccc3s2)no1,-1.7
# Continuation.
SMILES,TTR transcr act
CSc1ncccc1C(=O)NNC(=O)c1csc(N2CCOCC2)n1,1.4
CCc1ccc(/C=C2\SC(=S)N(CCC(=O)N3CCN(C)CC3)C2=O)cc1,-1.2
OC(COC(c1ccc(Cl)cc1)c1ccc(Cl)cc1)CN1CCc2ccccc2C1 (stereo unspecified),-1.2
COCCN(C(=S)Nc1cccc(C)c1)C(C)c1cccnc1 (stereo unspecified),0.6
Cc1ccc(CNC(=O)CN2C(C)CCCC2C)cc1 (stereo unspecified),0.3
CCOC(=O)c1cc(-c2ccccc2)sc1NC(=O)c1cc(OC)c(OC)c(OC)c1,3.8
OCCCN1CCN(CCCOc2ccccc2-c2ccccc2)CC1,0.1
CC(=O)COc1ccc2c(-c3ccccc3)cc(=O)oc2c1C,-1.1
O=C(NNC(=O)c1cc(F)c(F)cc1Cl)c1ccc(NS(=O)(=O)c2cccs2)cc1,1.3

# Screening data from PubChem BioAssay.
